TAG inh: inhibitors of triacylglycerol accumulation, primary screen, cell-based, uHTS, fluorescence, H9c2. H9c2 cells, Nile Red lipid (TAG) fluorescence; cells loaded with 200 µM oleic acid. 230,000 compounds, 0.66% hits. inhibition, % at 12.5 µM;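 active means pattern-corrected inhibition of lipid staining of at least 50% with the nuclear-stain viability signal not falling by more than 50%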;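 further: 0% = DMSO wells and 100% = triacsin C control wells; some results filed as inactive read as strong as hits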
TAG inh DAPI viability: also measured in TAG inh; calls as there; DAPI nuclei signal change (viability), lower = more cytotoxic, %;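 whole-well DAPI fluorescence read on a plate reader as a viability signal; minus 50 percent equals half of cells still viable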
An asterisk follows results filed as active. An excerpt, so the mix of outcomes need not match the whole.

canonical_smiles	TAG inh	TAG inh DAPI viability
COc1ccc(Nc2ncc(C(=O)N3CCC(C(N)=O)CC3)c3ccccc23)cc1	8	-7
COc1ccc(C(=O)O/N=C(\C)c2nccs2)cc1	8	-4
CC(C)C[C@@H](CN=[N+]=[N-])N1CCN(Cc2ccccc2)CCC1=O	10	-8
NC(=O)c1ccccc1NS(=O)(=O)Cc1ccccc1	0	-7
CS(=O)(=O)Nc1ccccc1C(=O)N1CCOCC1	-6	1
Cc1c(S(=O)(=O)NCCc2ccccc2)c(=O)n(C)c(=O)n1C	-8	4
O=C(c1cc(COc2ccc(F)cc2Cl)on1)N1CC[C@@H]2CCCC[C@H]2C1	2	-9
CCOC(=O)c1cc(-c2ccccc2)sc1NC(=O)C(C)N1C(=O)c2ccccc2C1=O (configuration not stated)	10	-12
COc1cc(/C=N/n2c(-c3cc(C)[nH]n3)n[nH]c2=S)ccc1O	5	2
CCn1c(CCC(=O)O)nc2cc(S(=O)(=O)N3CCOCC3)ccc21	0	1
c1ccc(CCNc2ccccn2)nc1	16	-11
Cc1cc(C)c(S(=O)(=O)NCc2cn3c(C)csc3n2)c(C)c1	-10	-6
Cc1cccc(C(=O)NCC(=O)N2CCCCCCC2)c1	11	4
COC(=O)C(NC(=O)c1ccco1)(Nc1cc(C)ccn1)C(F)(F)F (configuration not stated)	4	3
Cc1ccc(NC(=O)COC(=O)CCC2CCCC2)cc1S(=O)(=O)N1CCOCC1	-26	-3
CCc1nnc(NC(=O)CSc2nc3cc(OC)ccc3cc2C)s1	-9	1
O=C1OCCN1C(=O)[C@H]1[C@H](c2ccccc2)C(c2ccccc2)=NN1c1ccc(Br)cc1	-12	90
O=C(N/N=C/c1ccccn1)c1ccc2nc[nH]c2c1	3	-7
CCOC(=O)CNC(=O)CSc1nnc(NC(=O)c2ccc(C)cc2)s1	8	8
CCN1CCN(C(=O)Cn2c(=O)sc3ccccc32)CC1	4	-8
Nc1nc(-c2ccccc2Br)cs1	-9	-16
O=C(O)c1ccccc1CSc1nnc2c(n1)[nH]c1ccccc12	-5	1
Cc1ccc(NS(=O)(=O)c2ccc(NC(=O)CSc3ccc(Cl)cc3)cc2)c(C)c1	9	-8
Cc1ccc(S(=O)(=O)NC(C)(C)C)cc1C(=O)OC(C)C(=O)NC1CC1 (configuration not stated)	-15	1
COC(=O)C1=C(C(=O)OC)C2(OC1c1ccccc1C)C(=O)c1ccccc1C2=O (configuration not stated)	0	1
COCCNC(=O)c1cccc(OC2CCN(Cc3cccc(SC)c3)CC2)c1	3	-5
CC1(C(=O)NCCc2c[nH]c3ccccc23)CCN1Cc1csc2ccccc12 (configuration not stated)	-2	3
CC(=O)c1cccc(NC(=O)c2ccoc2C)c1	12	1
CCc1nnc(NC(=O)c2ccc(-c3ccc(C(C)=O)cc3)o2)s1	10	4
COc1cccc(C(=O)Nc2cccc(-c3ccc(N4CCOCC4)nn3)c2)c1	13	-4
COc1ccc(N=Nc2c(N)nn(C)c2N)cc1	-3	2
CC1CN(C(=S)Nc2ccccc2C(F)(F)F)CC(C)O1 (configuration not stated)	4	1
Cc1nn(C)c(C)c1NC(=O)COc1ccc(Cl)cc1Br	-3	-8
COc1ccc(OCC(=O)Nc2ccc3c(c2)nc(CCN2CCN(c4ccccn4)CC2)n3C)cc1	-5	24
CCOC(=O)NC(=O)CSc1nnc(C2CC2)n1Cc1ccco1	-24	5
N=c1c2c3c(sc2ncn1Nc1ccccc1)CCC3	-14	6
COc1ccc(C2C3C(=O)N(N(C)c4ncc(C(F)(F)F)cc4Cl)C(=O)C3ON2C)cc1 (configuration not stated)	5	-3
CN(c1nc(-c2ccc(Br)cc2)cs1)C1CCS(=O)(=O)C1 (configuration not stated)	0	4
COc1cccc(CC2(CO)CCCN(Cc3cn[nH]c3-c3ccccc3)C2)c1 (configuration not stated)	-16	9
O=C(NC1CCCC1)C1C2C=CC3(CN(Cc4cccs4)C(=O)C13)O2 (configuration not stated)	-3	5
COc1cc(C)c(Br)cc1S(=O)(=O)NCCN1CCOCC1	5	-4
CCCCNC(=O)Nc1nc2ccc(CC)cc2s1	-7	8
C=CCn1c(C)csc1=Nc1ccc(C(=O)O)cc1	-13	8
CCS(=O)(=O)N1Cc2ccccc2CC1C(=O)NCC12CC3CC(CC(C3)C1)C2 (configuration not stated)	1	11
O=C1OC2(CCCCC2)OC(=O)C1=CNc1nccs1	7	-3
O=C(CN1C(=O)NC2(CCCCC2)C1=O)Nc1cc(C(F)(F)F)ccc1N1CCCC1	-2	0
CC(=O)N1CCN(c2ccc(NC(=O)C(c3ccccc3)c3ccccc3)cc2)CC1	-6	-4
Cc1cccc2cc(CN(Cc3nnnn3C3CCCCC3)C3CCCC3)c3nnnn3c12	9	5
Cc1ccc(S(=O)(=O)N2CCC(C(=O)OCC(=O)Nc3cc(S(C)(=O)=O)ccc3Cl)CC2)cc1C	2	-3
C/C(Cn1nc([N+](=O)[O-])cc1C)=N\NC(=O)c1ccc(C(C)(C)C)cc1	12	-6
Cc1ccc(C(=O)Nc2nnc([C@H]3C[C@H](O)[C@@H](CO)O3)s2)cc1	-2	4
Cc1nnc(SCC(=O)c2ccc(Br)cc2)s1	-2	-4
Cc1cc(NC(=O)CN2C(=O)NC(CC(C)C)C2=O)ccc1Br (configuration not stated)	-4	12
O=C(CN1CCN(Cc2ccc3c(c2)OCO3)CC1)Nc1ccc2c(c1)OCCO2	6	-2
O=C(Nc1cccc(C(F)(F)F)c1)c1csc([C@@H]2C[C@H](O)[C@@H](CO)O2)n1	5	4
CCOC(=O)c1ccc(N2CCOCC2)c(NC(=O)c2nccnc2C(=O)O)c1	12	-1
O=C(C1=C(O)C(=O)N(CCN2CCOCC2)C1c1ccc(F)cc1)c1cccs1 (configuration not stated)	-7	5
O=S(=O)(O)c1cc(O)ccc1O	-5	-3
COc1ccccc1-c1cc(NC=O)c2ncc(-c3cccc(C(F)(F)F)c3)n2c1	9	-11
COC(=O)C1(C(=O)OC)C(C(=O)c2ccccc2)C1c1ccccc1 (configuration not stated)	2	-1

In the list so far, these have bromine:
canonical_smiles	TAG inh	TAG inh DAPI viability
O=C1OCCN1C(=O)[C@H]1[C@H](c2ccccc2)C(c2ccccc2)=NN1c1ccc(Br)cc1	-12	90
Nc1nc(-c2ccccc2Br)cs1	-9	-16
Cc1nn(C)c(C)c1NC(=O)COc1ccc(Cl)cc1Br	-3	-8
CN(c1nc(-c2ccc(Br)cc2)cs1)C1CCS(=O)(=O)C1 (configuration not stated)	0	4
COc1cc(C)c(Br)cc1S(=O)(=O)NCCN1CCOCC1	5	-4
Cc1nnc(SCC(=O)c2ccc(Br)cc2)s1	-2	-4
Cc1cc(NC(=O)CN2C(=O)NC(CC(C)C)C2=O)ccc1Br (configuration not stated)	-4	12

(next part)
canonical_smiles	TAG inh	TAG inh DAPI viability
COc1ccc(NC(=S)NCCNC(C)=O)cc1	-5	14
CCS(=O)(=O)N1CCN(C(=O)c2ccc3nc(C)c(N(C)C(=O)CCc4ccccc4)n3c2)CC1	-7	5
COC(=O)c1cc(Sc2cccc(Cl)c2Cl)ccn1	2	6
CC1Sc2ccccc2N(Cc2ccccc2)C1=O (configuration not stated)	4	-2
COc1cccc(C(NC(C)=O)c2nc(-c3cccc(NC(C)=O)c3)cs2)c1 (configuration not stated)	-12	12
CC(=O)c1cccc(N(C(=O)c2ccco2)C(C(=O)NC2CCCC2)c2ccncc2)c1 (configuration not stated)	4	2
C/C(=N\NC(=O)c1cc(-c2ccc(C)s2)nc2ccccc12)c1cccnc1	-13	35
CCOc1ccc(NC(=O)c2ccc3nccnc3c2)cc1	4	-12
COc1cc2c(cc1OC)C(Cc1cc(OC)c(OC)cc1[N+](=O)[O-])=NCC2	0	2
O=C(NN=Cc1ccc(Cl)cc1Cl)C1CC1	0	-4
O=C(COC(=O)c1ccc2ccccc2c1O)Nc1ccccc1	-5	1
CC(=O)NC(C)c1nc2ccccc2n1C(C)C (configuration not stated)	-5	1
CN(C)CC(O)c1ccc(C=Cc2ccc(Cl)cc2)cc1 (configuration not stated)	73*	-41*
COC(=O)C1C(c2ccc(OC)cc2)Nc2nnc(C(F)(F)F)n2C1(C)O (configuration not stated)	0	-2
CCC(=O)c1ccc(OCC(O)Cn2cnc3ccccc32)cc1 (configuration not stated)	-11	5
Cc1c(Cl)cccc1NC(=O)CNC(=O)c1cn(-c2ccccc2)nc1-c1cccnc1	-5	0
Cc1cc(C(=O)N2CCc3ccccc3C2)no1	-18	-1
Cc1ccc(Cl)c(NC(=O)COC(=O)c2cc[n+]([O-])cc2)c1Cl	4	-3
C[C@@H]1CN([C@@H](C)CO)C(=O)CCCn2nncc2CO[C@H]1CN(C)C(=O)Nc1ccnc(N2CCOCC2)c1	-3	3
COC(=O)c1ccccc1NC(NC(=O)c1ccco1)C(=O)c1ccc(C)cc1 (configuration not stated)	-60	8

Next entries follow.
SMILES,TAG inh,TAG inh DAPI viability
CCN1C[C@@H]2[C@@H]3C(=O)N(C)C(=O)[C@@H]3[C@](CC)(C1=O)N2C(=O)c1ccc(Cl)cc1,-4,2
COc1ccc(NC2CCCN(C(=O)CCC(=O)c3ccc(F)cc3)C2)cc1 (configuration not stated),-2,1
O=c1oc2ccccc2c(Nc2ccc(O)cc2)c1[N+](=O)[O-],-4,2
CCOC(=O)c1[nH]c(=O)[nH]c1CSc1nc(C)cc(C)n1,21,-3
CC(C)(C)n1nnnc1CN1C2CCC1CC(NC(=O)Nc1ccccc1)C2 (configuration not stated),21,-6
O=C(Nc1ccc(S(=O)(=O)N2CCOCC2)cc1)c1cccc([N+](=O)[O-])c1,-2,3
COc1ccc(NC(=O)CN(C)C(=O)c2cc(S(=O)(=O)N3CCCCCC3)ccc2OC)cc1,4,0
CCOc1ccc(S(=O)(=O)NCCC(=O)NCc2ccccn2)cc1,-13,2
CCOC(=O)c1c(NC(=O)C2CCCO2)sc(C)c1C (configuration not stated),16,-3
CN(C)/C=C/C(=C\C(=O)C(F)(F)F)Nc1ccc(C(F)(F)F)cc1,4,-3
Cc1ccc(C(=O)Nc2ncnc3sc4c(c23)CCCCC4)cc1,-154,-4
COc1ccc2[nH]cc(CCNC(=O)c3ccc([N+](=O)[O-])cc3)c2c1,-13,-6
COc1ccc(NC(=O)c2csc(C)c2)cc1OC,-6,-6
CCCCc1nc(SCC(=O)Nc2cccc(Cl)c2)n[nH]1,-4,-4
C[C@H]1CN([C@@H](C)CO)C(=O)c2cc(C3=CCCC3)cnc2O[C@@H]1CN(C)C(=O)c1ccncc1,3,1
O=C(COC(=O)Cn1nnc(-c2ccccc2)n1)Nc1ccccc1Br,10,4
COc1ccc(Oc2coc3cc(OC(=O)c4cccs4)ccc3c2=O)cc1,-13,-5
CCc1ccccc1NC(=O)NNC(=O)CCc1ccccc1,-2,5
Cn1nc(C(F)(F)F)c(-c2ccccc2)c1NC(=O)CSCC(=O)O,2,6
CN(C)c1cccc(C(=O)N/N=C/c2ccoc2)c1,12,-6
CCN(Cc1cc2cc(C)ccc2[nH]c1=O)C(=O)c1cccc([N+](=O)[O-])c1,7,-6
COc1ccc(C2OCC(C)([N+](=O)[O-])CO2)cc1 (configuration not stated),-7,-3
CCC(C)C(NC(=O)OCc1ccccc1)C(=O)NC(Cc1ccc(O)cc1)C(=O)OC (configuration not stated),7,-5
CC(C)(C)NC(=O)C[C@H]1C[C@H](C(=O)N2CCCCC2)[C@@]2(CCc3ccccc3)c3[nH]c4cc(-c5ccco5)ccc4c3CCN2C1=O,28,13
NC(=O)c1cc2cc([N+](=O)[O-])ccc2oc1=O,2,-9
COc1ccc(CCNC(=O)CCC(=O)N2CCOc3ccc(C)cc32)cc1OC,13,-3
CCCCn1c(N)c(N(CCOC)C(=O)COC(=O)COc2ccccc2C#N)c(=O)[nH]c1=O,-10,2
COc1ccc(-c2nc(CSCC(=O)N3CCN(c4cccc(C)c4)C(C)C3)c(C)o2)cc1OC (configuration not stated),-18,26
COc1cc2c(cc1OC)C(C(=O)O)C(c1cc(Br)c(O)c(OC)c1)N(C)C2=O (configuration not stated),14,-4
CSc1ccc(C2=CC(=O)C[C@H](c3ccc(F)cc3)C2)cc1,3,-5
NS(=O)(=O)c1ccc(CCNc2ccn3nc(-c4ccc(OCCN5CCOCC5)cc4)cc3n2)cc1,10,6
COCCNCC1C(Oc2ccc(Cl)cc2)C(=O)N1c1ccccc1C (configuration not stated),9,5
COc1cc(C2=CCN(C(C)=O)CC2)ccc1OC(C)=O,4,-4
Cc1ccccc1CC(=O)N1CCN(C(=O)c2ccco2)CC1,-28,4
Cc1ccccc1NC(=O)CSc1nc2[nH]c(=O)cc(O)c2s1,11,-7
CCCCc1ccc(Nc2nc(CCC)cc(=O)[nH]2)cc1,-17,5
COC(=O)c1c(C)[nH]c(C)c1-c1ccccc1Cl,-57,1
COc1ccc(C(=O)c2c3ccc(C(F)(F)F)cc3[n+]([O-])n2CCCN)cc1,-33,5

An excerpt of these results, as labelled records:
> COc1cc2c(cc1OC)C(C(=O)O)C(c1cc(Br)c(O)c(OC)c1)N(C)C2=O (configuration not stated)
  TAG inh: 14	TAG inh DAPI viability: -4
> CSc1ccc(C2=CC(=O)C[C@H](c3ccc(F)cc3)C2)cc1
  TAG inh: 3	TAG inh DAPI viability: -5

Screening data: PubChem, Sanford-Burnham Center for Chemical Genomics
